# Compound activity deposited in PubChem BioAssay by several laboratories.
# CHRM5 agonist = CHRM5 agonism in calcium assay | CHO-K1 hM5 cells, Fluo-8 calcium fluorescence; 0% DMSO wells, 100% maximal acetylcholine response | AID 624037 | activation, % at 3 µM | 360,000 tested, 0.19% active;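 active = activation above the run's mean over test compounds plus 3 SD, cut at about 23% in these data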;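 also: signal is peak over basal fluorescence ratio across the kinetic read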
# Target sequence (P08912 whole entry, looked up): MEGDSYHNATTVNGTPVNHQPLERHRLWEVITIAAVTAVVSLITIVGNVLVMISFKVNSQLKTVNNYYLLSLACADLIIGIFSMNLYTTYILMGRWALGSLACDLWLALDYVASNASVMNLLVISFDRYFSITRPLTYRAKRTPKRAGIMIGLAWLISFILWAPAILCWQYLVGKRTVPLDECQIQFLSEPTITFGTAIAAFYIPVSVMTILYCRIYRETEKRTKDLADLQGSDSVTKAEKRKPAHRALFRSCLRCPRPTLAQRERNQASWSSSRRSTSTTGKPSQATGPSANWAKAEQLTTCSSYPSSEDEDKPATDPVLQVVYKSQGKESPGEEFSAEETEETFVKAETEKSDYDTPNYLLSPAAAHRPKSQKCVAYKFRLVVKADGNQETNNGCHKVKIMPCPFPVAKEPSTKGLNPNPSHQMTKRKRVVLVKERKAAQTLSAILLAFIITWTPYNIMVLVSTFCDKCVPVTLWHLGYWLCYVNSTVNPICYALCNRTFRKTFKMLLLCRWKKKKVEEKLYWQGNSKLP
# TAAR1 agonist = agonists of human TAAR1; AID 624467; CHO RD-HGA16 TAAR1, Fluo-8 calcium fluorescence; vehicle wells 0%, saturating PEA agonist 100%; activation, % at 3 µM; Q96RJ0; 360,000 tested, 0.99% active;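 active = activation above the mean activation of all test compounds in the run plus 3 SD, cut at about 38% in these data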
# Target sequence (Q96RJ0 whole entry, looked up): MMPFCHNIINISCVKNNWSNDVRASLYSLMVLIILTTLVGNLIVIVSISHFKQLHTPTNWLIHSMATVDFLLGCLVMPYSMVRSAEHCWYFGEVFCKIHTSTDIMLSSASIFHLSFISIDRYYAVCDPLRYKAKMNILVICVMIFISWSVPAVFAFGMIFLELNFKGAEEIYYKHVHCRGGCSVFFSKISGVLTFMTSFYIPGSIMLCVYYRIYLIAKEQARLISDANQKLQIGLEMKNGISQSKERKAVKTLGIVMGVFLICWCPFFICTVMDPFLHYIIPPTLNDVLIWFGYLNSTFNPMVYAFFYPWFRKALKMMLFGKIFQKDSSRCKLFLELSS
#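 System: CHO-derived RD-HGA16 cells with stable Gα16 and human TAAR1 / Times: 17-24 h plating, Fluo-8 75 min 37 °C, 30 min RT / Technique: calcium-sensitive Fluo-8 signal, excitation 470-495, emission 515-575 nm / Measure: % activation relative to PEA EC100 response / Benchmarks: DMSO and PEA EC100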
# M5 PAM = positive allosteric modulators of human muscarinic M5 receptor. P08912. CHO-K1 hM5, Fluo-8 calcium, ACh EC20 PAM; 0% = ACh EC20, 100% = ACh EC100. activation, % at 3 µM. 360,000 tested, 0.3% active;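 active = activation above the run cutoff, the mean activation of all test compounds plus 3 SD, cut at about 18% in these data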
#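 Test system: CHO-K1 hM5 cells / Doses: single-point, 3 µM nominal / Times: Post-acetylcholine fluorescence recording 140 s / Technique: Fluo-8 calcium fluorescence / Measure: Max/basal fluorescence ratio as % of EC20–EC100 ACh window / Benchmarks: low control EC20 acetylcholine (0%), high control EC100 acetylcholine (100%) / Replicates: one well per compound, no replicates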
# CRFBP-R2 agonist = CRF-BP/CRF-R2 complex agonism | HEK293 CRF-R2/CRF-BP, calcium dye fluorescence (FLIPR); percent of saturating CRF peptide response | activation, % at 13.2 µM | 350,000 tested, 0.46% active | AID 588473;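 active = activation of at least 50%, plus an integration ratio under a set limit after plate pattern correction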;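 also: plate controls were neutral control wells without compound for no effect and CRF at EC100 for full effect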
# M1 PAM parental = nonselective activator or artifact in parental CHO-K1 calcium assay; ATP EC20, Fluo-8 calcium fluorescence; 0% at ATP EC20, 100% at ATP max; 360,000 tested, 0.02% active; activation, % at 3 µM;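 active = activation above the run cutoff, the mean activation of all test compounds plus 3 SD, cut at about 40% in these data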;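 also: peak over basal fluorescence ratio in a 140 s read after ATP addition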
# M5 antag = antagonists of human muscarinic M5 receptor (CHRM5); inhibition, % at 3 µM; CHO-hM5 cells, Fluo-8 calcium fluorescence, ACh EC80; 360,000 tested, 0.59% active; P08912;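 active = inhibition above a per-plate cutoff, the mean of that plate's test compounds plus 3 SD, cut at about 27% in these data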;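 also: 0% = acetylcholine EC80 with DMSO and 100% = DMSO without agonist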
# CRFR2-BP antag = CRF-BP/CRF-R2 complex antagonism; inhibition, % at 11.8 µM; 350,000 tested, 0.59% active; AID 588475; HEK293 CRF-R2/CRF-BP, CRF-induced calcium fluorescence;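 active = inhibition of the ligand-induced calcium signal above about 50% at the single tested concentration, limit read from the data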
# TAAR1 antagonist = human TAAR1 antagonism; Q96RJ0; CHO RD-HGA16 TAAR1, Fluo-8 calcium fluorescence, antagonist; inhibition, % at 3 µM; 360,000 tested, 1.5% active; AID 624466;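 active = inhibition above a per-plate cutoff, the mean inhibition of test compounds on that plate plus 3 SD, cut at about 49% in these data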;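 also: 0% = DMSO plus EC80 beta-PEA response and 100% = DMSO alone without agonist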
#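 Material: CHO RD-HGA16 cells bearing hTAAR1; compound dosing: one-point dosing, 3 µM nominal final; schedule: dye loading 75 min at 37 °C, then 30 min room temperature; measured by: calcium fluorescence with Fluo-8; control set: vehicle and agonist controls; replication: n of 1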
# CHRM4 PAM = potentiates acetylcholine response at human M4 receptor. CHO-K1 hM4/Gqi5, Fluo-8 calcium fluorescence, ACh EC20; 0% = ACh EC20, 100% = maximal ACh. 360,000 tested, 0.4% active. activation, % at 3 µM. AID 624126. P08173;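 active = activation above its plate's cutoff, the mean activation of sample wells plus 3 SD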; also: some results filed as inactive read as strong as hits
# Active calls of the source: *; x = not tested or not shown.
SMILES	CHRM5 agonist	TAAR1 agonist	M5 PAM	CRFBP-R2 agonist	M1 PAM parental	M5 antag	CRFR2-BP antag	TAAR1 antagonist	CHRM4 PAM
CC(NC(=O)CCC(=O)c1ccc(F)cc1)C1CC2CCC1C2 (stereo not given)	3	4	-6	7.3	13	8	-22	-12	-5
COc1ccccc1C(=O)Nc1ccccc1N1CCN(S(C)(=O)=O)CC1	1	17	-9	-1.3	-8	6	3	42	-10
Nc1n[nH]c2cc(=O)n(-c3cccc(C(F)(F)F)c3)nc12	-1	0	1	16	-12	-4	-18	-6	1
Cc1cccc(C)c1NC(=O)C1(C)CN(S(C)(=O)=O)CC(=O)N1CCc1ccc(O)cc1 (stereo not given)	2	6	12	x	x	-11	x	-10	20
Cc1cc(C(=O)Nc2ccc(N3CCOCC3)c3nonc23)ccc1[N+](=O)[O-]	1	4	2	-1.2	-4	1	-15	8	-2
Cc1c(Cl)cccc1NC(=S)NCc1cccn1C	-3	-1	-7	4.0	-9	11	25	2	-3
COc1ccccc1C(=O)Nc1ccccc1C(=O)Nc1ccccc1	-3	1	-1	0.6	9	-3	6	46	-5
CCSc1cnn(-c2ccccc2)c(=O)c1SCC	-2	8	0	0.0	19	-1	0	-19	0
O=C1NC(=O)C(c2ccccc2)(C2CCCC2)N1 (stereo not given)	-5	4	12	0.9	16	2	-6	-16	-2
O=C(c1nnc(-c2ccc(Cl)cc2)o1)C1CCCC1	2	5	10	1.9	16	0	1	-12	12
O=C(O)c1ccc2c(=O)n3c(nc2c1)/C(=C/c1ccc(Cl)cc1Cl)CC3	-3	5	-1	0.3	25	4	-2	-5	1
CCN(C(=O)CSc1nnc2ccccn12)c1c(N)n(Cc2ccccc2)c(=O)[nH]c1=O	-1	3	4	6.0	25	-8	30	10	7
CCc1c(C)nc(N2CCN(Cc3ccccc3)CC2)[nH]c1=O	-1	11	2	1.2	4	3	-12	-14	-4
O=c1ccn([C@@H]2O[C@H](CNS(=O)(=O)C3CC3)[C@@H](O)[C@H]2O)c(=O)[nH]1	1	3	-5	0.8	3	-1	-7	-9	4
CCCc1nc2oc3ccccc3c(=O)c2c(=O)n1-c1ccc(C)cc1	-3	9	-10	1.5	9	18	1	-18	-3
COc1cc(OC)cc(-c2nc3cc(C)ccc3o2)c1	-3	6	-2	0.8	12	4	1	3	3
COCCn1c(=O)c2c(nc3n2CC(C)CN3CCc2ccccc2)n(C)c1=O (stereo not given)	-2	2	-4	0.7	12	12	11	-16	-1
C=CCNC(=O)C(C(=O)OCC)C1CCCCC1 (stereo not given)	-2	3	0	-1.1	4	1	-8	-27	1
COc1ccccc1N1CCN(C(c2cccs2)C(C)NC(=O)c2ccco2)CC1 (stereo not given)	-1	12	-7	-7.0	12	12	9	4	-4
CCOc1ccc(CN2CCNC(=O)C2CC(=O)N(C)CC2CCOCC2)cc1 (stereo not given)	-5	3	2	5.1	4	1	28	-16	13
CCSc1nnc(NS(=O)(=O)c2ccc(C)cc2)s1	-2	2	8	-3.4	15	-4	17	7	7
CCOC(=O)CN1C(=O)SC(Nc2ccc(C)cc2)C1=O (stereo not given)	-2	-1	8	0.6	19	6	1	7	4
NC1=NC[C@@H](Cc2ccc(O)cc2)N1CCc1cccc(F)c1	-12	1	0	-1.4	16	7	11	-8	-1
Fc1ccc(-c2nc3ccccc3[nH]2)cc1	-4	13	3	-0.9	17	-7	-12	-13	2
COCCCn1cc(CN2CC(N3CCSCC3)CS2(=O)=O)nn1 (stereo not given)	0	3	0	x	-6	4	x	-25	7
Cc1ccc(C)c(OCCN2C(=O)NC3(CCc4ccccc4C3)C2=O)c1 (stereo not given)	-4	4	-1	1.2	14	-5	-67	-17	14
COC(=O)/C(C#N)=C1/C=Cc2ccccc2N1C	-4	9	4	-0.7	14	-3	3	-10	2
Cc1ccc(CSc2nnc(-c3cccc(S(=O)(=O)N4CCOCC4)c3)n2C2CCCC2)cc1	0	-1	-4	1.1	3	2	15	2	-4
CCOc1ccccc1/C=N/NC(=O)CSc1n[nH]c(=O)[nH]c1=O	-1	2	-6	-1.5	12	0	-1	13	2
COC(=O)N/N=C\c1ccc(OC/C=C/c2ccccc2)cc1	2	6	1	-1.9	14	0	1	5	6
S=c1[nH]nc(-c2ccc(Br)cc2)n1Cc1ccco1	-11	18	-10	-0.3	19	1	21	11	-6
COc1ccc(OCC(=O)OCC(=O)Nc2ccc3[nH]c(=O)[nH]c3c2)cc1	1	1	1	-0.5	18	14	-6	-7	0
Cc1c(C(=O)N2CCCCC2)c(S(=O)(=O)N2CCN(c3ccc(F)cc3)CC2)c(C)n1C	-5	0	-1	-3.3	-4	9	-9	-12	2
COc1ccc(-c2cc(C(=O)Nc3cc(Br)ccc3O)no2)cc1	-5	0	2	1.6	0	2	15	0	1
CCc1ccc(-c2csc(NC(=O)C3CC(=O)N(c4ccc5c(c4)OCCO5)C3)n2)cc1 (stereo not given)	2	1	-12	-0.8	19	-1	0	6	30*
COc1ccc(C(=O)NC2CCSc3ccccc32)cc1S(=O)(=O)N1CCOCC1 (stereo not given)	-2	1	-1	0.1	13	6	-1	6	0
CC(C)Oc1ccccc1C1CC(=O)Nc2cc3c(cc21)OCO3 (stereo not given)	0	8	-8	0.4	0	16	-12	2	7
O=C(O)C12C3CCC(O3)C1(C(=O)O)C1CCC2O1 (stereo not given)	-3	1	-1	1.2	13	-6	6	6	3
O=C(c1ccc(Br)cc1)N1CCC2(CC1)NCCc1[nH]cnc12	-1	0	4	2.1	16	-3	-18	-18	5
Cc1cc(C(=O)NCC(=O)OCC(=O)N(C(C)C)C(C)C)ccc1[N+](=O)[O-]	1	3	-9	0.3	10	4	3	-1	-9
O=C(Nc1ccccc1F)C1CC1c1ccccc1 (stereo not given)	-5	-2	5	1.2	15	-6	20	-4	0
CCCCn1c(=O)c(CCC(=O)OC(C)C(=O)Nc2cccc(Cl)c2Cl)nc2ccccc21 (stereo not given)	-4	0	0	7.2	-7	-3	-31	-13	9
O=[N+]([O-])c1cc(/C=N/N2CCN(C3c4ccccc4-c4ccccc43)CC2)ccc1Cl	-3	11	-1	-3.1	15	16	14	-2	3
CC/C(=N\Nc1ccc([N+](=O)[O-])cc1[N+](=O)[O-])c1ccc(O)cc1	-2	5	-7	0.1	6	5	-6	9	-4
COc1cc2c(cc1OC)-c1cc(NC3CC3)nc(=O)n1CC2	-2	4	-1	0.3	7	0	22	-16	17
Cc1ccc(S(=O)(=O)CCC(=O)OCC(=O)N(C)C2CCS(=O)(=O)C2)cc1 (stereo not given)	1	1	-3	1.0	16	7	-12	-10	3
COc1ccc(NCc2nnc(SCC(=O)Nc3cc(C)cc(C)c3)o2)cc1	-2	0	-1	-3.5	10	9	-16	7	10
CC1CN(Cc2cc(=O)oc3cc(O)ccc23)CC(C)O1 (stereo not given)	-1	2	5	1.1	-4	5	-1	-13	8
O=C1NC(c2ccccc2)=CC(c2ccccc2O)N1 (stereo not given)	0	13	3	-1.5	5	10	3	6	1
CCC(=O)N1CCCC1(C)C(=O)Nc1ccc2c(c1)CCN2C(C)=O (stereo not given)	1	0	-2	x	5	1	x	-19	3

# Other structures:
SMILES	CHRM5 agonist	TAAR1 agonist	M5 PAM	CRFBP-R2 agonist	M1 PAM parental	M5 antag	CRFR2-BP antag	TAAR1 antagonist	CHRM4 PAM
O=C(C[C@H]1C/C=C\C[C@@H](Cc2ccc(F)cc2)C(=O)OC[C@H]2CCCN2C1=O)NCCO	2	0	0	-0.9	-16	1	8	6	4
CCOC(=O)CSc1n[nH]c(NC(=O)c2cccc(C)c2)n1	-2	0	0	0.1	2	5	-12	7	6
CC(=O)N1CCc2cc(S(=O)(=O)CCC(=O)NCc3ccc(F)cc3)ccc21	-2	3	1	-1.0	-2	2	-2	-16	0
O=C(CNc1cccc(Cl)c1)c1ccc(Br)cc1	-1	2	5	-0.8	3	4	0	0	-3
COc1cc(CNc2ccc3[nH]c(=O)[nH]c3c2)ccc1OCc1ccc(Cl)cc1	1	1	0	1.7	3	-6	8	11	-4
Cc1ccc(CCNS(=O)(=O)c2ccc3c(c2)NC(=O)C(C)C(=O)N3)cc1 (stereo not given)	1	-1	-3	-4.2	14	-4	7	-16	1
CCOC(=O)c1ccccc1N1C(=O)CSC1=S	-3	1	2	-1.0	16	-5	0	-14	6
COc1ccccc1NC(=O)C1CCN(c2ncccn2)CC1	1	7	-5	1.5	20	12	16	-25	12
CCN1CCN(C(c2nnnn2Cc2ccc3c(c2)OCO3)C(C)C)CC1 (stereo not given)	-5	1	-3	-2.6	7	1	-30	4	-2
CCCC1=NN2C(=N)/C(=C\c3cc(C)n(-c4cccc(C)c4)c3C)C(=O)N=C2S1	0	-1	3	42	21	4	-24	13	11
O=C(CCNS(=O)(=O)c1ccc2[nH]c(=O)oc2c1)NCc1ccccc1	-1	0	7	0.4	-9	-8	8	-21	11
O=C(NCCN1CCOCC1)c1cnn2c1NC(c1cccs1)CC2C(F)(F)F (stereo not given)	2	2	2	0.0	21	0	-10	-16	-4
CCOc1ccc(C(=O)NNC2CC(=O)N(Cc3ccc(Cl)cc3)C2=O)cc1OC (stereo not given)	2	-3	5	-3.5	2	10	-6	-10	4
O=C(O)c1cc(=O)[nH]c2ccccc12	-2	0	-2	-1.8	-7	-2	11	8	7
COC(=O)c1ccc(N2C(=O)C3CC=CC(C)C3C2=O)cc1 (stereo not given)	1	2	3	-1.7	-4	6	-3	-10	0
Cc1ccc(C(=O)Nc2cccc(C(=O)NCc3ccco3)c2)cc1	-2	2	-4	-1.0	5	-3	-6	4	-3
COc1ccc(OCCNC(=O)c2ccc(C)cc2)cc1	-1	0	-5	-3.4	9	9	8	-11	-6
